# Screens (PubChem BioAssay)
# DAX1 inh-1 = inhibitors of human orphan nuclear receptor DAX1 (NR0B1). P51843. HEK293 Gal4-DAX1 luciferase reporter, luminescence. AID 504766. 340,000 tested, 0.99% active. inhibition, % at 6.75 µM;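 active means inhibition above the mean over all tested compounds plus 3 SD, cut at about 4.2% in these data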;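 further: 0% = DAX1-transfected cells with DMSO and 100% = empty-vector control cells with DMSO; inhibition shows as a rise in luminescence from relieved DAX1 repression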
# Target sequence (P51843 207-470 limits assumed): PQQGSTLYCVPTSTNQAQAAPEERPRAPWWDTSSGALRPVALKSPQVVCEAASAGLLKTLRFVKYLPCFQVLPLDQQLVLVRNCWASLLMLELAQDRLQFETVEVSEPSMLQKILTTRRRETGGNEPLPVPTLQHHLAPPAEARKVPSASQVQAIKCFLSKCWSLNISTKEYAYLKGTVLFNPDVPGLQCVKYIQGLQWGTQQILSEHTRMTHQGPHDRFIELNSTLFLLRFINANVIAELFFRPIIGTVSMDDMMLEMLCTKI
# FXN GAA850 act = frataxin GAA850 promoter activation | HEK293 lucGAA850 FXN promoter luciferase reporter, 24 h; percent of 10 µM SAHA response | activation, % at 6 µM | 360,000 tested, 0.56% active;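 active means activation above the average of all compounds screened plus 3 SD, cutoff fixed separately per campaign, cut at about 7.5% in these data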;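 further: 0% = DMSO wells and 100% = 10 µM SAHA wells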
# hgDAF12 agonist = hgDAF-12 agonism, primary luciferase screen | HEK293 GAL4-hgDAF12 UAS-luciferase reporter, agonist luminescence; normalized to butyrate control | 370,000 tested, 1.8% active | AID 687014 | activation, % at 6.8 µM;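 active means activation above a cutoff set at the mean of all screened compounds plus 3 SD, cut at about 10% in these data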;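 further: 0% = DMSO wells and 100% = sodium butyrate wells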
# HGIII-sPLA2 inh = Blocks human group III sPLA2 activity; Q9NZ20; QFRET BODIPY PC-A2 liposome hydrolysis, fluorescence; inhibition, % at 12.2 µM; 370,000 tested, 0.56% active; AID 743126;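 active means inhibition above mean plus 3 SD of compounds lying within the high and low control bounds, cut at about 19% in these data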;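 further: 0% = median of test compound wells and 100% = no enzyme DMSO wells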
# ssDAF-12 act = activates DAF-12 receptor from parasite S. stercoralis. HEK293 ssDAF-12/GRIP1 lit1-tk-luc reporter, luminescence; % of 3 µM dafachronic acid response. activation, % at 6.8 µM. 370,000 tested, 1% active;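 active means activation above the mean over all tested compounds plus 3 SD, cut at about 0.9% in these data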;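 further: 0% = DMSO-only wells and 100% = 3 µM delta7-dafachronic acid wells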
# hcDAF12 agonist = activates DAF-12 receptor from parasite H. contortus; 370,000 tested, 1.4% active; HEK293 hcDAF-12 lit1-tk-luc reporter, luminescence; 0% DMSO, 100% Δ7-dafachronic acid; AID 652067; activation, % at 6.8 µM;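 active means activation above the mean of all tested compounds plus 3 SD, cut at about 5.5% in these data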;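 further: 100% = response to 3 µM Δ7-dafachronic acid high control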
# ADAM17 inh = inhibits human ADAM17. inhibition, % at 6.95 µM. AID 720648. P78536. 370,000 tested, 0.83% active. recombinant ADAM17, EDANS/DABCYL FRET peptide cleavage;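 active means inhibition above the mean of compounds lying between control limits plus 3 SD, set per campaign, cut at about 8.5% in these data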;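 further: 0% = DMSO-only wells as the low control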
# Target sequence (P78536 215-824 limits assumed): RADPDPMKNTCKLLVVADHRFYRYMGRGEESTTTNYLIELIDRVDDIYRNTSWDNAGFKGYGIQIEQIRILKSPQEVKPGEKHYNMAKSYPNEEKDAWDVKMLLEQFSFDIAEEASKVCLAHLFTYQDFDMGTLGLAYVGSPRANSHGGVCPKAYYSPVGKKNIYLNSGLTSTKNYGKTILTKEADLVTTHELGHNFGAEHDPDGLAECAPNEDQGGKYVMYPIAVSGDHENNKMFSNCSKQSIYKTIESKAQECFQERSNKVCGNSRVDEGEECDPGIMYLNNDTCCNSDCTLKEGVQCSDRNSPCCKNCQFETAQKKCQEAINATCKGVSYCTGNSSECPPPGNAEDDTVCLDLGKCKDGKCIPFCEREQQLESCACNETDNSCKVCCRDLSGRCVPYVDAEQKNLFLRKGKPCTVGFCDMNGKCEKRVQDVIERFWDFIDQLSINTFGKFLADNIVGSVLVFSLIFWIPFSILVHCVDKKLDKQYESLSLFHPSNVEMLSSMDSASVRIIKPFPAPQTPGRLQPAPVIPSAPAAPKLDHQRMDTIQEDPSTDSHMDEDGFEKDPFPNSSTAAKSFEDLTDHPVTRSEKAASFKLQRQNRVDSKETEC
# PLCb3 inh = PLC-beta3 (human) inhibition, primary screen | Purified PLC-beta3, fluorogenic substrate, fluorescence | inhibition, % at 12.2 µM | 370,000 tested, 0.18% active; in the data active means inhibition above about 11%;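 further: 0% = median of compound wells on plate and 100% = full blocker control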
# DAX1 inh-2 = blocks DAX1 repression of SF-1 activated StAR promoter. HEK293T StAR-luciferase reporter, SF-1/DAX-1 repression relief. inhibition, % at 6.8 µM. 370,000 tested, 1.1% active. AID 652010;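 active means inhibition above the mean over all tested compounds plus 3 SD, cut at about 3.6% in these data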;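 further: 0% = DAX-1 cells with DMSO and 100% = cells lacking DAX-1 with DMSO; higher inhibition means more luminescence from relief of DAX-1 repression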
# PLC-gamma1 inh = blocks human PLC-gamma1 enzyme activity; purified PLC-gamma1, fluorogenic substrate, fluorescence; inhibition, % at 12.2 µM; 370,000 tested, 0.84% active; in the data active means inhibition above about 9.5%
# ADAM10 inh = inhibitors of human ADAM10 | inhibition, % at 7 µM | O14672 | 370,000 tested, 0.62% active | AID 720582 | recombinant ADAM10, EDANS/DABCYL FRET peptide cleavage, 3 h;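 active means inhibition above a per-campaign cutoff equal to the mean of compounds falling between control-based bounds plus 3 SD, cut at about 20% in these data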;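 further: 0% = DMSO wells while the 100% control is not disclosed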
# The depositor's hits bear a star; / = not tested or not shown.
SMILES,DAX1 inh-1,FXN GAA850 act,hgDAF12 agonist,HGIII-sPLA2 inh,ssDAF-12 act,hcDAF12 agonist,ADAM17 inh,PLCb3 inh,DAX1 inh-2,PLC-gamma1 inh,ADAM10 inh
COc1ccc(C(=O)n2nc(C)c(Br)c2C)cc1OC,-1.3,1.9,0.0,3,-0.5,-2.0,-3,-6,0.0,0,0
Cc1ccccc1CSCC(=O)Nc1ccccc1Br,-1.0,0.3,2.2,-2,-1.5,0.3,0,-2,-0.3,-1,2
COc1ccc(C)cc1S(=O)(=O)N(C)CC(=O)NC1CCCC1,-1.1,0.7,-0.5,3,-1.3,-0.3,3,2,0.7,1,0
Cc1ccc(NC(=O)CSc2nc(=O)n(CCCN3CCOCC3)c3c2CCCC3)cc1,-0.3,0.8,-1.3,3,-0.6,-0.9,-3,-8,-1.4,1,-14
CCCCc1cc(=O)oc2cc(C)cc(OCC(=O)NCc3ccccn3)c12,-1.3,0.4,-1.7,3,-1.4,-0.2,-90,-172,-3.4,-115,-251
CCCc1ccc(OC(=O)c2cccs2)cc1,-0.6,-2.4,-1.6,-3,-2.2,-2.3,-8,-3,-0.2,-2,-2
O=C(O)Cn1cc2c(n1)CCCCC2,0.9,1.5,-0.8,1,-1.1,-0.8,2,4,0.5,7,5
O=C(COC(=O)c1ccc(Br)o1)NCc1cccs1,0.5,0.5,0.6,2,-1.4,-1.0,-1,2,-1.4,-1,-10
COc1ccc(NC(=O)Nc2nnc(CC(=O)Nc3ccccc3)s2)cc1,-1.9,1.2,-3.7,-42,-2.2,-2.3,-3,-56,0.2,3,1
COc1cc(N)ccc1C(=O)O,1.4,-1.0,2.0,8,-1.2,-0.6,2,3,0.5,1,12
C=CCOc1ccc2nc(NC(=O)OC)[nH]c2c1,-0.1,7.7*,1.6,-2,0.2,1.0,-4,0,2.3,-3,-3
CC1=C(C(=O)N2CCOCC2)CC(CC(=O)NC(c2ccccc2)c2ccccc2)C(=O)N1Cc1ccc(F)cc1 (centres undefined),0.0,-1.5,-0.2,-4,-1.4,-1.7,-4,2,-0.2,0,-1
CCOC(=O)c1cc(CC)sc1NC(=O)c1ccc(N2C(=O)CCC2=O)cc1,0.2,-2.2,0.6,1,-0.4,-0.7,-2,-17,0.6,-20,0
COc1ccccc1C(=O)OCc1c(-c2ccccc2)ncc2ccccc12,-2.2,1.1,2.7,-2,-1.2,-1.3,-1,-3,-2.9,-3,1
C=CCn1c(-c2cc3c(s2)CCC(CC)C3)n[nH]c1=S (centres undefined),-1.0,3.8,3.6,-7,-1.1,-0.1,-44,-175,1.5,-113,-178
CC(c1ccccc1)n1cc(C(=O)N2CCCC2)nn1 (centres undefined),/,/,1.5,-2,-1.5,-0.3,0,4,-1.1,1,-1
Cc1ccc(C)c(C(=O)N2CCN(c3ncccn3)CC2)c1,0.2,1.6,2.8,0,-0.9,-0.1,1,2,0.1,0,5
CCCc1oc(C(=O)O)cc1CN1CCCC1,0.0,-0.9,-2.0,-6,-1.5,0.5,-1,-17,0.1,4,-2
O=C(O)CCC(=O)Nc1ccccc1C(=O)N1CCN(c2ccc(Cl)cc2)CC1,6.8*,0.1,2.8,0,-0.7,-1.0,1,2,0.5,-2,3
Cc1c(C(=O)Nc2ccccc2C(=O)N2CCOCC2)cccc1[N+](=O)[O-],0.9,-3.4,2.4,5,-1.2,-0.5,-1,2,0.2,1,6
COc1cccc(NC(=O)CN(C)C(=O)CN2C(=O)NC(C)(c3ccc(C)cc3)C2=O)c1 (centres undefined),-0.5,-0.1,-4.3,-1,-1.3,-1.5,-7,-4,-0.3,1,-8
Cc1cc(=O)oc2cc(OCC(=O)c3ccc4c(c3)NC(=O)CO4)ccc12,0.8,1.5,-1.5,-1,-1.8,0.2,-37,-20,-0.2,-18,-101
CCCCC(=O)N(C)c1c(C)nc2ccc(C(=O)N3CCN(c4ccccc4)CC3)cn12,/,0.3,-1.4,10,-1.2,0.7,-6,-1,1.0,0,-7
CCOC(=O)N1CCN(C(=O)Cc2ccc(Cl)cc2)CC1,-0.2,-0.8,-1.9,-5,-1.3,0.6,-2,0,0.1,0,4

# Ordered by value in PLCb3 inh (falling): some entries from above.
smiles | PLCb3 inh
O=C(COC(=O)c1ccc(Br)o1)NCc1cccs1 | 2
CCCCC(=O)N(C)c1c(C)nc2ccc(C(=O)N3CCN(c4ccccc4)CC3)cn12 | -1
Cc1ccc(NC(=O)CSc2nc(=O)n(CCCN3CCOCC3)c3c2CCCC3)cc1 | -8
Cc1cc(=O)oc2cc(OCC(=O)c3ccc4c(c3)NC(=O)CO4)ccc12 | -20
CCCCc1cc(=O)oc2cc(C)cc(OCC(=O)NCc3ccccn3)c12 | -172

# Following part
SMILES,DAX1 inh-1,FXN GAA850 act,hgDAF12 agonist,HGIII-sPLA2 inh,ssDAF-12 act,hcDAF12 agonist,ADAM17 inh,PLCb3 inh,DAX1 inh-2,PLC-gamma1 inh,ADAM10 inh
O=C(OCc1cc(=O)n2ccsc2n1)c1ccc(O)cc1O,1.1,0.6,9.3,9,-0.6,0.9,1,-6,1.3,2,-11
Cc1nc(NCCc2ccc(Cl)cc2)c2nnn(Cc3ccccc3)c2n1,0.5,1.2,0.5,10,-1.3,1.8,-3,-4,0.5,-2,8
CCN(CC(=O)Nc1ccc(Cl)c(S(=O)(=O)N(C)C)c1)Cc1nc2ccccc2c(=O)[nH]1,-0.5,0.7,-0.5,1,-2.1,-0.3,-4,-10,-0.8,-4,1
Clc1ccc(CO/N=C/c2cccs2)cc1,/,-0.3,0.0,5,-0.1,-0.9,0,-6,0.4,7,1
CC(=O)Nc1ccc(NC(=O)CCNC(=O)c2ccccc2Cl)cc1,1.0,2.0,-5.8,-3,-1.2,-2.2,-5,-2,-0.4,-2,-4
Cc1ccccc1OCC(=O)NNC(=O)Nc1ccc(Cl)cc1,-1.9,0.5,-3.4,-25,-0.9,0.7,1,2,0.2,1,2
C[C@@H]1CNCCN1c1ccc(N2CCS(=O)(=O)CC2)c(C#N)c1,/,/,-1.8,4,-1.3,0.2,-2,-11,1.0,-11,-12
CC1=C(C(=O)Nc2ccc(C)cc2C)C(c2cccc([N+](=O)[O-])c2)n2nc(C(=O)OC(C)C)nc2N1 (centres undefined),0.4,-0.5,-0.6,-4,-0.2,0.8,1,4,-0.5,-1,2
NCCN1CCN(CCN)CC1,-0.4,0.8,1.2,8,-1.0,0.7,-1,1,0.2,7,2
Cc1cccc(C(=O)NCCCNC(=O)c2cccnc2)c1,-0.8,1.7,0.5,7,-1.4,-0.6,1,-5,-0.2,0,6
Cc1cccc(N2CCN(C(=O)CCCCCn3c(=S)[nH]c4ccc(N5CCOCC5)cc4c3=O)CC2)c1C,0.0,0.5,3.0,4,-1.2,-0.2,0,-106,-0.1,-65,-8
CN(CC(=O)Nc1ccccc1Br)C(=O)c1cccc(S(=O)(=O)N2CCc3ccccc32)c1,0.6,-0.1,-0.6,-13,-1.1,-2.3,-1,-2,0.4,6,4
O=C(c1ccccc1)c1cccs1,0.3,2.0,0.7,2,-0.6,0.2,-2,2,0.1,0,-12
O=C(OCc1c(-c2ccccc2)ncc2ccccc12)c1ccco1,0.2,-0.7,0.3,7,-1.3,-1.6,-4,0,-0.2,1,7
CCCNC(=O)c1cc(-c2ccco2)on1,1.9,22*,47*,-3,-0.8,4.1,-5,-2,0.0,1,-6
Cc1ccc2c(C)nc(Nc3nc(CSc4nnc(C)s4)cc(=O)[nH]3)nc2c1,-1.2,-3.3,-1.8,-1,-1.7,-1.6,-1,-1,-0.7,2,-11
C[C@H]1CN([C@@H](C)CO)S(=O)(=O)c2ccc(Br)cc2O[C@@H]1CN(C)C(=O)C1CCOCC1,2.3,-0.3,3.8,1,-0.8,1.0,-4,-2,0.4,1,-2
Cc1ccc(C(=O)CSc2nnnn2Cc2ccccc2)cc1C,0.5,2.0,-2.7,-31,-1.3,-2.1,-2,-10,-0.4,0,2
COc1ccc(Cl)cc1NC(=O)CC1S/C(=N/N=C2CCCCCC2)NC1=O (centres undefined),0.4,-1.6,0.9,-13,-0.7,-0.6,0,-5,-0.4,-5,1
N#CCSc1nnc(N)s1,-0.8,3.2,1.4,4,-1.0,-1.0,-1,1,-0.4,2,5
Cc1nc2ncnn2c(C)c1C/C=C/c1ccccc1,-0.5,0.6,-2.3,5,-0.5,-0.5,-2,-9,-0.7,1,0
Cc1cccc(CC(=O)Nc2ccon2)c1,-1.2,0.3,-0.2,-1,-1.3,-0.4,0,0,-0.3,1,0
Cc1n[nH]c(=S)n(/N=C/c2cccc([N+](=O)[O-])c2)c1=O,1.5,-0.3,0.9,1,-1.6,-0.5,-2,-5,-0.1,1,4
O=C(CN1CCCCCC1)NN(Cc1ccccc1)c1ccccc1,0.2,0.1,-0.2,-4,-0.7,0.4,0,-1,0.0,4,0
O=c1oc2ccccc2c2c1ncn2C1CCCCC1,0.3,4.3,-2.6,5,-1.2,-2.2,-4,0,-0.3,0,0
COC(=O)CCC(=O)Nc1ccc(NC(=O)CCC(=O)OC)cc1,0.9,3.1,1.4,-1,-1.1,0.3,-3,0,-0.1,2,3
COc1ccc(NC(=O)CSc2nnc(-c3cc(C)[nH]n3)n2N)cc1,0.1,-0.1,0.3,4,-1.2,-2.2,-2,-6,-1.2,1,-9
O=C(Nc1ccc(CN2CCOCC2)cc1)c1ccco1,2.1,3.6,7.5,5,0.1,5.6*,1,-7,1.5,4,-9
O=C(Nc1ccc(S(=O)(=O)Nc2ccccn2)cc1)C(F)(F)F,3.5,0.3,-1.4,0,-2.0,-1.4,-3,0,0.6,-3,-13
COc1cccc(-c2noc(-c3cccnc3)n2)c1,4.2*,4.2,14*,-3,0.0,2.4,-2,0,3.4,1,-5
COc1ccc(NS(=O)(=O)c2ccc3c(c2)NC(=O)CO3)c(OC)c1,0.7,-1.0,2.1,-1,-0.8,-1.2,-1,-2,-0.2,4,9
COc1cccc(-n2c(=O)n(Cc3ccccc3)c(=O)c3[nH]cnc32)c1C,0.7,0.4,-1.5,-12,-0.4,-1.0,0,-7,0.0,0,1

# Reprinted at random: 2 compounds from above
SMILES,DAX1 inh-1,FXN GAA850 act,hgDAF12 agonist,HGIII-sPLA2 inh,ssDAF-12 act,hcDAF12 agonist,ADAM17 inh,PLCb3 inh,DAX1 inh-2,PLC-gamma1 inh,ADAM10 inh
O=C(Nc1ccc(CN2CCOCC2)cc1)c1ccco1,2.1,3.6,7.5,5,0.1,5.6*,1,-7,1.5,4,-9
O=C(Nc1ccc(S(=O)(=O)Nc2ccccn2)cc1)C(F)(F)F,3.5,0.3,-1.4,0,-2.0,-1.4,-3,0,0.6,-3,-13
